# Screening data as filed in PubChem.
# PI4K2A inh: inhibitors of human PI4K2A. Q9BTU6. purified PI4K2A, ADP-Glo luminescence, 1 h; active compounds read low. activity change, negative = inhibition, % at 76.9 µM. actives 0.13% (n = 420,000). AID 1346378; in the data active means activity change below about -50%; inconclusive means mostly about -30% to -49%;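 further: -100% = wells without enzyme as full effect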
#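 Compounds are screened against recombinant PI4K2A using PI as substrate and ATP, the latter dispensed at 300 microM. Reactions run one hour at ambient temperature before ADP-Glo detection; full inhibition defined by wells lacking enzyme.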
# TrxR1 substrate: substrates of rat thioredoxin reductase 1 | O89049 | purified TrxR1 substrate turnover, NADPH consumption readout | Potency, µM (highest dose often 114 µM), for the others: at the top dose activity change, negative = substrate turnover | actives 0.01% (n = 390,000) | AID 588456; further: potency means the concentration at half of the fitted maximal effect; on the % scale 0 is the no-effect control and ±100 the full control effect; nearly all actives have a fitted effect of over 50% in size
# Target sequence (O89049 whole entry, looked up): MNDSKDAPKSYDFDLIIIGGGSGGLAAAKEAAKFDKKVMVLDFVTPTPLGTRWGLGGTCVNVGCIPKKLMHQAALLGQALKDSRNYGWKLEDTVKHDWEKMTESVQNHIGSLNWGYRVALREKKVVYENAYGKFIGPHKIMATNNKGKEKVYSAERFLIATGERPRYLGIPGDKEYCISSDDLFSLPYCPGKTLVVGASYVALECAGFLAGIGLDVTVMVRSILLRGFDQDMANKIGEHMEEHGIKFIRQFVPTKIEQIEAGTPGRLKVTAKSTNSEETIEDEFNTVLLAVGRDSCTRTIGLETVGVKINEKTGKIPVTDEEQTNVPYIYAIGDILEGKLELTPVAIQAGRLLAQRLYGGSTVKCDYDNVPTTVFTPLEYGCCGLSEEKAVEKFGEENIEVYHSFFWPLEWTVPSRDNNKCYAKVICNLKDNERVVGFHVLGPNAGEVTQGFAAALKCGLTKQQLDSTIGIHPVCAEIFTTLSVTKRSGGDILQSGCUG
#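 Rat TrxR1, dispensed at 90 nM, was prereduced with 400 uM NADPH (final) for 5 min at ~22 deg C, then incubated with compound 15 min before 400 uM selenite. A first-read NADPH fluorescence drop versus no-compound background flagged substrates.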
# Vif-A3G inh: inhibitors of Vif-APOBEC3G interaction; actives 0.076% (n = 410,000); HeLa A3G-eYFP + Vif (tagged APOBEC3G with the HIV-1 protein that degrades it), YFP fluorescence, overnight; Potency, µM (titrated, usually from 46.1 µM), without a hit: at the top dose activity, negative = active, usual class: inhibitors; Q9HC16;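 further: potency means the concentration at half of the fitted maximal effect; on the % scale 0 is the no-effect control and ±100 the full control effect; nearly all actives have a fitted effect of over 60% in size; hits raise eYFP signal because A3G escapes Vif-driven loss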
# Target sequence (Q9HC16 whole entry, looked up): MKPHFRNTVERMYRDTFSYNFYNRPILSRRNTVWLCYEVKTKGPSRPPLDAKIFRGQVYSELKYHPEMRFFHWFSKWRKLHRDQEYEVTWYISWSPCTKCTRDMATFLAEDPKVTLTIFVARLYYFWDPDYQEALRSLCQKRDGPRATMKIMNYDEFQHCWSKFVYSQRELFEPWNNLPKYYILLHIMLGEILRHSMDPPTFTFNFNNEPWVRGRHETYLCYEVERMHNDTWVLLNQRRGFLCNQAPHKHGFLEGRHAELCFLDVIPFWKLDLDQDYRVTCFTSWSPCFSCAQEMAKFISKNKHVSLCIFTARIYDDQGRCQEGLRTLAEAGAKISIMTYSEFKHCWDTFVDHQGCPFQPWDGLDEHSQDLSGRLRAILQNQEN
#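 Read-out is eYFP fluorescence (Ex 488/Em 500-530) from Vif-expressing HeLa A3G-eYFP cells; more signal means A3G escaped Vif-mediated degradation. Cells plated overnight, compound pinned in, incubated overnight at 37 deg C.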
# RXFP1 ag: agonists of human relaxin receptor RXFP1. HEK293T-RXFP1 cAMP TR-FRET, 30 min; response scale: percent of porcine relaxin response, buffer zero. Potency, µM (top dose mostly 57.5 µM), for the others: at the top dose activation, most hits filed as activators. actives 0.3% (n = 370,000). Q9HBX9. AID 2676; further: potency means the concentration at half of the fitted maximal effect; on the % scale 0 is the no-effect control and ±100 the full control effect; nearly all actives have a fitted effect of over 60% in size; many of its hits are not listed in these tables
#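 Agonist response is measured as cAMP accumulation in an RXFP1-transfected HEK293T line under PDE4 inhibition. Values are scaled between buffer-only and 29 nM porcine relaxin, and EC50s come from standard Hill equation fits.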
# LDHA inh: LDHA (human) enzyme inhibition | P00338 | purified LDHA, NADH/diaphorase-resazurin fluorescence; active compounds read low | activity change, % (values are at about 110 or 230 µM) | actives 0.15% (n = 480,000); in the data active means activity change below about -30%; inconclusive means mostly about -25% to -30%;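 further: plate controls were DMSO wells for no effect and wells without enzyme for full effect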
#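 Human LDH5 (2 nM) was incubated with 0.06 mM NADH and 0.2 mM pyruvate for 5 min at room temperature in Tris pH 7.4. Remaining NADH was coupled through diaphorase/resazurin, and resorufin fluorescence was read at 0 and 20 min.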
# GRP78 ERSR act: ER stress response induction in glioma; actives 0.02% (n = 420,000); U87-MG GRP78 promoter luciferase reporter, 16 h; AID 602332; Potency, µM, without a hit: top-dose activation, hits mostly activators; further: potency means the concentration at half of the fitted maximal effect; series mostly up to about 76 µM; % of control where 0% means no effect; nearly all actives have a fitted effect of over 35% in size
#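 Stably transfected U87-MG glioma cells carrying a GRP78-based luciferase sensor; 16 h compound incubation. Luminescence end-point read 10 min after Bright-Glo addition at room temperature.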
# USP1 inh: USP1/UAF1 (human) deubiquitinase inhibition; O94782; recombinant USP1/UAF1, Ub-Rhodamine cleavage fluorescence; Potency, µM (series often up to 57.1 µM), for inactives: top-dose activity change, negative = inhibition, usual class: inhibitors; actives 0.23% (n = 390,000); AID 743255; further: potency means the concentration at half of the fitted maximal effect; on the % scale 0 is the no-effect control and ±100 the full control effect; nearly all actives have a fitted effect of over 60% in size; inactives centre near -12
#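 High-throughput fluorogenic screen: 1nM USP1/UAF1 complex, Ub-Rho substrate 150nM final, 50mM HEPES pH 7.8 with 0.5mM EDTA, 0.1 mg/ml BSA, 1mM TCEP and 0.01% Tween-20.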
# IDH1 R132H inh: human IDH1 R132H inhibition | IDH1-R132H enzyme, NADPH consumption, diaphorase/resazurin fluorescence | Potency, µM (series often up to 76.6 µM), for the others: at the highest dose activity change, negative = inhibition, usual class: inhibitors | O75874 | actives 0.093% (n = 390,000); further: potency means the concentration at half of the fitted maximal effect; on the % scale 0 is the no-effect control and ±100 the full control effect; nearly all actives have a fitted effect of over 65% in size
#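 IDH1-R132H (0.5 ug/mL dispensed) in pH 7.5 Tris buffer was preincubated 30 min with compound, then given a substrate mix of 0.016 mM NADPH and 2 mM alpha-KG for 80 min at room temperature; remaining NADPH was read by diaphorase/resazurin fluorescence.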
# Vif-A3F inh: Vif-A3F binding inhibition; HeLa A3F-eYFP + Vif (tagged APOBEC3F with the HIV-1 protein that degrades it), YFP fluorescence increase; Potency, µM (doses to about 46.1 µM), without a hit: at the highest dose activity, negative = active; actives 0.2% (n = 390,000); further: potency means the concentration at half of the fitted maximal effect; % of control where 0% means no effect; nearly all actives have a fitted effect of over 65% in size
#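 HeLa cells stably expressing A3F-eYFP plus Vif, plated and incubated overnight at 37 deg C, then exposed to compounds overnight at 37 deg C. Blocked degradation read as raised yellow fluorescence (Ex 488/Em 500-530).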
# Numbers without * were called inactive; ? = inconclusive; . = not tested or not shown; [ ] = remark or other dose. Unless noted, the call rests on the fitted dose curve; in most records, active means well fitted curve in the direction sought with a large enough effect; inconclusive means small, poorly fitted or top-dose-only effect, or another doubt; inactive means no such curve, though single readings can be large; an effect the other way counts as inactive or inconclusive. An excerpt; count on the stated rates, not on these rows.
SMILES,PI4K2A inh,TrxR1 substrate,Vif-A3G inh,RXFP1 ag,LDHA inh,GRP78 ERSR act,USP1 inh,IDH1 R132H inh,Vif-A3F inh
O=Cc1c(NCc2ccccc2Cl)c2ccccc2[nH]c1=O,-7,-13%[57.1 µM],0%,2.2%,6,-5%,7%,1%,-2%
COc1cc(-c2nnc(SCC(=O)N(C)C3CCS(=O)(=O)C3)o2)cc(OC)c1OC (configuration not stated),-6,-12%[57.1 µM],1%,.,1,-5%,-4%,4%,5%
OCCC1CN(Cc2ccncc2)CCN1C1CCCC1 (configuration not stated),-2,9%,-4%,-2.0%,-3,-4%,-18%,14%,-2%
O=C(Nc1nc(-c2ccncc2)cs1)C1COc2ccccc2O1 (configuration not stated),8,-4%,-8%,1.1%,-6,-6%,-21%,10%,-5%
Cc1ccc2nc(-c3ccccc3NC(=O)CCC(=O)O)c(=O)[nH]c2c1,1,7%[57.1 µM],2%,-2.2%,-8,3%,-19%,0%,7%
Cc1ccccc1C(=O)NCC(=O)OC(C)C(=O)NC(C)CCc1ccccc1 (configuration not stated),-1,-2%,3%,-0.6%,-15,-2%,-21%,2%,1%
Cc1cc(N=Cc2c(O)n(-c3cccc(C(F)(F)F)c3)c(=O)c3ccccc23)no1,-2,-4%,0%,0.0%,-6,0%,-11%,4%,6%
OC(COCc1ccc(Cl)cc1)CN1CCN(CC(O)COCc2ccc(Cl)cc2)CC1 (configuration not stated),2,3%,4%,-0.2%,5,-1%,-13%,1%,0%
O=C(COc1ccccc1)NCC(=O)N/N=C/C=C/c1ccccc1,2,-10%[11.4 µM],-1%,1.2%,-7,-1%,-12%,3%,-1%
COc1cc2c(cc1NC(=O)COc1ccc(Cl)cc1)oc1ccccc12,-1,15%,-6%,-1.0%,2,-2%,5%,0%,-5%
Cc1nnsc1C(=O)NNc1ccc(Cl)cc1,0,1%,0%,0.4%,-1,-2%,-17%,5%,-4%
O=C(c1ccccc1)c1ccc2nc(-c3ccc(NC(=O)c4ccccc4F)cc3)[nH]c2c1,-11,-8%,-9%,6.1%,0,-7%,-8%,3%,-2%
O=C1Cc2cccc(=O)c(O)c2C(=O)O1,-6,.,2%,.,8,-6%,-30%,-1%,0%
CCCNC(=O)c1cc(-c2ccc(OC)cc2)n(CCCOC)c1C,-1,-2%[57.1 µM],-9%,-1.1%,-5,-1%,-1%,1%,0%
COc1ccc(/C=C(\NC(=O)/C=C/c2ccco2)C(=O)NCCc2nc3ccccc3[nH]2)cc1,-11,-6%,-4%,1.1%,5,-5%,-18%,1%,-8%
CC(=O)c1cccc(NC(=O)COC(=O)c2ccc3c(c2)OCCO3)c1,2,-4%,-2%,3.9%,-8,1%,-1%,2%,-8%
CC(C)(C)OC(=O)NCCCCCNC(=O)c1[nH]cnc1C(=O)Nc1cccc(Cl)c1,-1,8%[57.1 µM],-5%,-1.1%,-5,-2%,-4%,-7%,-6%
COC(=O)C1CCN(C(=O)COC(=O)CCc2nc3ccccc3c(=O)[nH]2)CC1,-5,2%,1%,0.2%,-8,-3%,-10%,1%,-11%
CC(C)COc1ccc(C(=S)N2CCCC2)cc1,-4,4%[57.1 µM],-3%,.,-11,-12%,?,-7%,10%
CCc1ccccc1S(=O)(=O)Cc1ccc(C(=O)N2CCN(c3ccccn3)CC2)o1,-2,6%,0%,-0.4%,0,-4%,-18%,7%,-6%

# Carrying on:
SMILES,PI4K2A inh,TrxR1 substrate,Vif-A3G inh,RXFP1 ag,LDHA inh,GRP78 ERSR act,USP1 inh,IDH1 R132H inh,Vif-A3F inh
COc1ccc2c(CNCCc3ccccc3)c(C(=O)O)n(Cc3cccc(F)c3)c2c1,-2,-10%[57.1 µM],-3%,0.2%,0,-1%,14%,-1%,-9%
CCN(CC)CCNc1ccc(CO)c2oc3cc(Cl)ccc3c(=O)c12,-6,.,5%,.,5,-2%,-13%,8%,?
O=C(O)CCNC(=O)/C(=C/C=C/c1ccccc1)NC(=O)c1ccccc1,-4,-1%,0%,-2.8%,-3,-2%,-7%,8%,1%
CSCC[C@H](N)C(=O)NC[C@H]1CC[C@H](C(=O)N[C@@H](Cc2ccccc2)C(=O)O)CC1,0,3%,2%,-2.1%,-7,-3%,-3%,11%,-3%
CC(=O)Nc1ccc2nc3c(=O)[nH]c(=O)[nH]c3nc2c1,.,13%,-160%,11%,16,-6%,.,.,.
COc1ccc(S(=O)(=O)N2CCC(C(N)=O)CC2)c2ccccc12,-3,-7%[57.1 µM],2%,-0.7%,-3,-2%,-18%,6%,2%
CCc1nnc(NC(=O)CSc2nnc(Cc3ccccc3)n2-c2ccc(OC)cc2)s1,-6,-2%,-5%,-0.6%,-8,-3%,-20%,0%,-12%
COc1cc(S(=O)(=O)N2CCOCC2)cc(C(=O)OCC(=O)NC2CCCCC2)c1OC,-2,-2%,-2%,0.7%,-12,-2%,-3%,-5%,5%
CC(=O)c1cnc2nc(SCc3ccccc3C)nn2c1C,-11,1%,-9%,0.2%,-3,4%,-8%,1%,-24%
O=C(Nc1ccc(N2CCCCC2)cc1)c1ccc([N+](=O)[O-])o1,-14,0%,-17%,-4.2%,1,-5%,-21%,17%,2%
C=CCn1c(CNC(=O)c2ccco2)nnc1SCC(=O)c1ccc(OC)cc1,3,2%,-6%,0.6%,-3,-2%,-6%,20%,9%
CCOC(=O)[C@H]1[C@H]2COc3ccc(Br)cc3[C@@H]2N2C(=O)CN(Cc3ccccc3)C(=O)[C@@]12C,-3,5%[57.1 µM],-5%,2.9%,-1,2%,-33%,-17%,0%
C/C(=N\N(c1ccccc1)c1ccccc1)c1ccco1,2,-8%,-7%,0.0%,-3,-3%,-17%,11%,20%
CC1=CC(C)(C)NC(=S)N1c1cccc2ccccc12,0,6%,0%,3.8%,1,-1%,-18%,9%,0%
Cc1cccc(NC(=O)c2ccc3[nH]c(C)cc(=O)c3c2)c1,1,5%,-2%,?,-1,-2%,-14%,13%,-7%
CCN(c1ccc(NC(=O)COC(=O)CCc2cc(OC)c(OC)c(OC)c2)cc1)C(C)C,-2,-3%,-4%,2.9%,2,0%,-24%,9%,-2%
O=C(N/N=C/c1ccccc1)c1ccc(-c2ccccc2)cc1,7,3%,-1%,-2.5%,-7,?,-21%,11%,1%
CC(=O)c1cccc(-c2ccnc3c2CC(C(=O)Nc2cccc(OC(F)(F)F)c2)O3)c1 (configuration not stated),1,.,-24%,.,-4,-5%,.,.,.
O=C(NCc1ccc(Cl)cc1)C(=O)NCC1OCCN1C(=O)c1ccc(Cl)cc1 (configuration not stated),?,10%[57.1 µM],-1%,-0.7%,-7,-8%,?,6%,-4%
COc1ccc(Cl)cc1NC(=O)CC(C)=O,7,-6%,-9%,1.9%,5,-3%,-10%,0%,-1%

# Results in Vif-A3G inh and GRP78 ERSR act, for some of the entries so far:
Molecule | Vif-A3G inh | GRP78 ERSR act
O=C(O)CCNC(=O)/C(=C/C=C/c1ccccc1)NC(=O)c1ccccc1 | 0% | -2%
CSCC[C@H](N)C(=O)NC[C@H]1CC[C@H](C(=O)N[C@@H](Cc2ccccc2)C(=O)O)CC1 | 2% | -3%

# Rewritten field by field: 4 of the compounds above.
> CSCC[C@H](N)C(=O)NC[C@H]1CC[C@H](C(=O)N[C@@H](Cc2ccccc2)C(=O)O)CC1
  PI4K2A inh: 0; TrxR1 substrate: 3%; Vif-A3G inh: 2%; RXFP1 ag: -2.1%; LDHA inh: -7; GRP78 ERSR act: -3%; USP1 inh: -3%; IDH1 R132H inh: 11%; Vif-A3F inh: -3%

> CC(=O)Nc1ccc2nc3c(=O)[nH]c(=O)[nH]c3nc2c1
  PI4K2A inh: .; TrxR1 substrate: 13%; Vif-A3G inh: -160%; RXFP1 ag: 11%; LDHA inh: 16; GRP78 ERSR act: -6%; USP1 inh: .; IDH1 R132H inh: .; Vif-A3F inh: .

> COc1ccc(S(=O)(=O)N2CCC(C(N)=O)CC2)c2ccccc12
  PI4K2A inh: -3; TrxR1 substrate: -7%[57.1 µM]; Vif-A3G inh: 2%; RXFP1 ag: -0.7%; LDHA inh: -3; GRP78 ERSR act: -2%; USP1 inh: -18%; IDH1 R132H inh: 6%; Vif-A3F inh: 2%

> CCc1nnc(NC(=O)CSc2nnc(Cc3ccccc3)n2-c2ccc(OC)cc2)s1
  PI4K2A inh: -6; TrxR1 substrate: -2%; Vif-A3G inh: -5%; RXFP1 ag: -0.6%; LDHA inh: -8; GRP78 ERSR act: -3%; USP1 inh: -20%; IDH1 R132H inh: 0%; Vif-A3F inh: -12%

# Next part:
SMILES,PI4K2A inh,TrxR1 substrate,Vif-A3G inh,RXFP1 ag,LDHA inh,GRP78 ERSR act,USP1 inh,IDH1 R132H inh,Vif-A3F inh
CCCCNC(=O)C1(C)CCN1C(=O)c1cc(C)n(C(C)(C)C)n1 (configuration not stated),4,.,-5%,.,-8,-2%,.,.,.
COc1cccc(-c2nn(-c3ccccc3)cc2CN2CCCO2)c1,2,2%[57.1 µM],5%,1.7%,-5,-1%,-22%,11%,-2%
Cc1ccc(CNS(=O)(=O)c2ccccc2[N+](=O)[O-])cc1,-2,-1%,0%,3.2%,0,3%,-6%,6%,-7%
COc1cccc(CN(C)CC(=O)N2CCN(S(=O)(=O)c3ccccc3)CC2)c1,-1,.,-3%,.,0,-5%,-22%,2%,-1%
